Screening data: PubChem BioAssay, several laboratories
LANA DNA inh: blocks KSHV LANA C-terminal domain binding to DNA; AID 504423; inhibition, % at 9 µM; hit rate 0.078% among 340,000; MBP-C-LANA/FAM-LBS DNA binding, fluorescence polarization;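 active = highest replicate inhibition at or above 60% at 9 µM, even if other replicates fall short; inactive = all replicates below 60% inhibition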;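 also: 0% = neutral control wells and 100% = 4 µM acridine orange control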
SR-BI HDL uptake: blocks mouse SR-BI lipid uptake from DiI-HDL; Q61009; ldlA[mSR-BI] CHO cells, DiI-HDL uptake fluorescence, 3 h; inhibition, % at 12.5 µM; hit rate 0.96% among 320,000;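 active = mean replicate inhibition of at least 70% and a set share of replicates each scoring 70 or more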;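 also: 0% = median of neutral control wells and 100% = median of positive control wells; values of inactives mirror those of a sister screen read the other way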
PKA-R2B act: activators of human PKA-R2B complex; P22694+P31323; PKA-R2B holoenzyme dissociation, Cy5-IP20 fluorescence polarization; R2B truncated from residue 108, S112A mutant; 0% DMSO only, 100% 113 µM cGMP; activation, % at 11.4 µM; hit rate 0.079% among 340,000;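 active = activation above a cutoff set at the mean over all compounds plus 3 SD, cut at about 18% in these data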;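 also: higher means more holoenzyme dissociation and a rise in polarization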
SR-BI uptake up: activators of SR-BI mediated HDL lipid uptake | CHO ldlA[mSR-BI] cells, DiI-HDL uptake fluorescence, 3 h; 100 = double the neutral-control signal | activation, % at 12.5 µM | hit rate 0.096% among 320,000 | AID 504775;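 active = mean replicate activation of at least 60% and every replicate at or above 60%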;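 also: 0% = median plate neutral-control signal and 100% = twice that signal; values of inactives mirror those of a sister screen read the other way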
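Assay system: LDL receptor-deficient CHO ldlA cells overexpressing murine SR-BI / Medium: BSA-supplemented, HEPES-buffered Ham's F12, pH 7.4 / Probe or stimulus: DiI-labelled HDL at 10 µg/mL final / Timing: compound with DiI-HDL co-incubation, 3 h at 37 °C / Technique: bottom-read cell fluorescence after medium removal, ex 550/em 595 nm / Measure: HDL uptake via cellular fluorescence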
PvdQ inh: P. aeruginosa PvdQ acylase inhibition; AID 488965; purified PvdQ acylase, fluorescence plate reader; hit rate 0.063% among 340,000; inhibition, % at 10 µM; in the data active = inhibition above about 30%, passing the limit was not always enough;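 also: 0% = vehicle neutral wells and 100% = reference inhibitor wells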
Keap1-Nrf2 PPI: disrupts human Keap1 binding to Nrf2 peptide | Keap1 Kelch-Nrf2 peptide fluorescence polarization, 1536-well | AID 504523 | Q14145 | hit rate 0.15% among 340,000 | inhibition, % at 9.4 µM; in the data active = inhibition above about 12%;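 also: human Keap1 Kelch domain with fluorescein labeled Nrf2 9mer peptide probe; 0% = neutral control wells and 100% = peptide positive control; higher means more block of Keap1 binding to Nrf2 peptide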
NSD2 HMT inh: inhibitors of human histone methyltransferase NSD2; O96028; NSD2 peptide methylation, AlphaScreen, 120 min; inhibition, % at 12.5 µM; hit rate 0.54% among 310,000; in the data active = inhibition above about 50%
DAGLB inh: blocks human DAGLB lipase activity. Q8NCG7. HEK293T DAGLB membrane lysate, EnzChek fluorogenic substrate. inhibition, % at 5.17 µM. hit rate 0.059% among 340,000. AID 504411; in the data active = inhibition above about 34%;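 also: 0% = enzyme with vehicle and 100% = wells lacking enzyme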
Target sequence (Q8NCG7 whole entry, looked up): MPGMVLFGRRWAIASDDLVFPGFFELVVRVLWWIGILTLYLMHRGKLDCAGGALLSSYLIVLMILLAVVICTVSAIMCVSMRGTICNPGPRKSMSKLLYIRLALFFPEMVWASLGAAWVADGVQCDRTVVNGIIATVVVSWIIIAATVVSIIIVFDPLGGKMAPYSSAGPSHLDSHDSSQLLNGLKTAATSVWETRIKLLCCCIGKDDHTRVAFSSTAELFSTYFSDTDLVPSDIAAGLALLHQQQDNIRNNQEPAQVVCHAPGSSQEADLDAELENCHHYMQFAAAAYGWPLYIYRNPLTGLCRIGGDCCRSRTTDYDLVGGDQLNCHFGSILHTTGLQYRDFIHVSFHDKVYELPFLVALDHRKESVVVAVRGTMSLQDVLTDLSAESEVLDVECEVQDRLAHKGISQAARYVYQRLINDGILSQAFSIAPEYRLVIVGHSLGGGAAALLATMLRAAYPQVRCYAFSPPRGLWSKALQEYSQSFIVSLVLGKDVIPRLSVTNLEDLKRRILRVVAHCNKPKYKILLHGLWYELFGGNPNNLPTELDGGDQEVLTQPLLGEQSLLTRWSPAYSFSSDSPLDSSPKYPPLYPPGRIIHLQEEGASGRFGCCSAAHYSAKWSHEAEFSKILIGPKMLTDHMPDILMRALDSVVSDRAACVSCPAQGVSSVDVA
Arr AP2 block: inhibitors of human beta-arrestin and AP2 interaction; FITC-arrestin peptide / GST-AP2 beads, flow cytometry; AP2 beta2 appendage carries R879A mutation; inhibition, % at 10 µM; hit rate 0.31% among 340,000; AID 504490;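 active = inhibition above a set limit, near 3 SD of compounds lacking own fluorescence, cut at about 54% in these data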;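 also: plate controls were DMSO wells for no effect and 5 µM unlabelled arrestin peptide for full effect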
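System: GST-AP2 R879A glutathione beads. Medium: PBS with 0.05% Tween 20 and 0.1% BSA. Also added: FITC-arrestin peptide, 50 nM. Incubation: 12 min plus 1 h, RT. Measured by: high-throughput flow cytometry of beads, ex 488, em 535 nm. Evaluation: percent drop in bead-associated FITC signal.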
RTF Ca sens inh: cardiac RTF calcium desensitization; IANBD-labeled cardiac RTF, Ca2+ fluorescence; AID 493244; P19429+P45379; inhibition, % at 7.15 µM; hit rate 0.12% among 340,000;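 active = inhibition above the mean inhibition of all tested compounds plus 3 SD, cut at about 17% in these data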;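 also: assay run at fixed EC70 calcium of 1.6 mM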
Starred values were filed as active, the others as inactive; . = not tested or not shown.

SMILES	LANA DNA inh	SR-BI HDL uptake	PKA-R2B act	SR-BI uptake up	PvdQ inh	Keap1-Nrf2 PPI	NSD2 HMT inh	DAGLB inh	Arr AP2 block	RTF Ca sens inh
Cn1ncc(Br)c1C(=O)NCc1cccs1	0.5	-30	5	30	-11	-4	4	-1	1	-6
Cn1cccc1CNCc1ccccc1Cl	1.4	-26	-2	26	-2	-1	13	-1	-5	-11
c1ccc(-n2nnnc2Sc2ncnc3sc4c(c23)CCCC4)cc1	-1.3	-12	-1	12	-8	2	-3	0	-4	4
Cc1c(Cl)cccc1NC(=O)Cc1ccc([N+](=O)[O-])cc1	-0.7	1	-7	-1	-5	-8	-3	0	13	12
NC(=O)c1ccc(NC(=O)CNCc2ccccc2Cl)cc1	-0.6	.	0	.	-11	-2	-3	0	-5	-2
NC(=O)CN1N=C(c2cc(Cl)sc2Cl)CSC1=O	0.4	-11	0	11	0	-1	-1	-1	21	1
CCC(C)(C)NC(=O)C(c1ccc(C)cc1)N(Cc1ccco1)C(=O)Cn1nnc2ccccc21 (centres undefined)	-0.2	-20	-13	20	13	-8	-3	3	13	-3
CCCn1nc(NC(=O)c2cccs2)c2cc3ccccc3nc21	-0.3	22	-5	-22	-10	1	-25	1	6	-4
COCCn1c(SCc2nc3ccccc3c(=O)[nH]2)nnc1-c1ccncc1	-1.5	1	-14	-1	-4	-1	0	-3	28	1
O=C(c1ccc([N+](=O)[O-])cc1)N1CCc2ccccc21	-1.1	-8	-5	8	-13	1	0	1	-1	-2
O=C(Nc1ccc(Cl)cc1)N(C1=NCCC1)c1ccc(OC(F)F)cc1	0.3	-2	-1	2	17	0	.	-2	8	3
COP(=O)(OC)c1nc(-c2cccc3ccccc23)oc1NCc1ccccc1	-2.3	10	-7	-10	-73	-7	-5	3	2	-7
CC(=O)C(=Nc1ccc(Cl)cc1Cl)NNc1cccc(Cl)c1	0.7	42	-8	-42	-5	-1	-1	5	0	10
COc1ccc(CNC(=O)N2CCN(C(=O)c3ccccc3)CC2)cc1	-0.5	-20	2	20	-5	0	.	-4	21	-7
C[C@H](CO)N1C[C@H](C)[C@@H](CN(C)Cc2ccc3c(c2)OCO3)Oc2c(NC(=O)C3CC3)cccc2C1=O	-1.3	47	-2	-47	4	1	.	-1	24	2
Cc1cc(=O)n2c3ccccc3n(CC(O)CN3CCN(CCO)CC3)c2c1C#N (centres undefined)	0.5	-37	-2	37	12	-3	1	-1	10	-4
COc1ccc(S(=O)(=O)CCC(=O)N(C)c2ccc(OC)cc2OC)cc1	-0.6	-16	7	16	-14	-1	-3	2	4	-2
CC(C)C(=O)Nc1cccc(C(=O)Nc2nnc(C(C)C)s2)c1	-4.1	30	-7	-30	-11	1	-5	1	-3	-3
CCN(Cc1nc2ccccc2c(=O)[nH]1)C(=O)c1ccc(C)c(NC(=O)c2ccco2)c1	-2.0	-25	-3	25	-6	-8	-1	1	-9	1
Cc1cccc(C2c3c(n(C)c(=O)n(C)c3=O)N=C3c4ccccc4C(=O)C32)c1 (centres undefined)	-0.7	.	-4	.	4	0	.	-2	14	0
CCN(CC)C(=O)CSc1nc2cc(OC)c(OC)cc2c(=O)n1Cc1ccc(Cl)cc1	-1.2	-17	-1	17	-12	-5	1	-2	0	2
Cc1ccccc1C(C(=O)NCc1ccccc1)N(Cc1ccco1)C(=O)c1ccccn1 (centres undefined)	3.0	-15	-1	15	1	2	3	0	22	8
COc1ccc(C(=O)Nc2nnc(SCC(=O)NCc3ccco3)s2)c(OC)c1	-0.6	48	-2	-48	-12	-4	3	0	-7	2
CSc1ncc(C(=O)Nc2ccc(C)cc2C)c(C)n1	-0.8	13	-2	-13	-1	-7	-3	-2	4	-11
C[C@H](N=C1NS(=O)(=O)c2ccccc21)C(=O)OCc1cc([N+](=O)[O-])cc2c1OCOC2	-5.4	19	-1	-19	-4	-1	-1	-1	-6	11
COc1ccc(-c2cc(C)no2)cc1S(=O)(=O)N(C)Cc1ccco1	-1.6	18	-4	-18	-5	-9	7	1	9	3
Cc1ccc(N(CC(=O)NCc2ccc3c(c2)OCO3)S(C)(=O)=O)cc1	-1.4	-5	0	5	-15	1	-3	-2	-8	-9
O=C(CCc1nnc2n(Cc3ccc(F)cc3)c(=O)c3ccccc3n12)NCCN1CCOCC1	0.1	-10	-6	10	5	-5	.	-1	8	0
Oc1[nH]c2ccccc2c1/C=N/N1CCCCC1	-2.0	-11	7	11	-1	1	4	-2	4	-2
O=C1OCCN1N=Cc1ccco1	2.1	-5	1	5	-12	-4	0	2	-14	0
CCC(C)(C)NC(=O)C(c1ccc(OC)cc1)N(C(=O)CCC(=O)Nc1cc(C)on1)c1ccc(OC)c(OC)c1 (centres undefined)	0.1	-17	5	17	-3	-2	2	-3	26	-11
O=C(OCc1ccccn1)c1ccc(COc2ccc3ccccc3c2)o1	-1.7	.	-12	.	-11	3	.	-5	-9	-10
COc1c(O)cccc1[C@@H](O)C1CCN(CCc2ccc(F)cc2)CC1	14	-30	0	30	-16	6	.	-1	0	-16
CC(NC(=O)CNC(=O)c1ccco1)c1ccccc1 (centres undefined)	1.8	.	-5	.	8	3	-4	-2	27	6
CC(=O)N1CCN(C(=O)C(Cc2ccccc2)NC(=O)c2ccccc2)CC1 (centres undefined)	1.5	-4	-4	4	-18	-3	-5	-1	2	1
CC(C)Cn1c(CN2C(=O)c3ccccc3C2=O)nc2ccccc2c1=O	-1.8	0	8	0	4	-5	-1	-4	7	1
CCCCSc1nnc(-c2ccc(C)cc2)n1C	1.7	-41	-14	.	-14	4	0	2	-6	-22
Cn1c(CNC(=O)c2ccc(Cl)cc2)nnc1SCC(=O)N1CCOCC1	4.2	-5	5	5	2	0	1	0	16	4
CC(=O)Nc1ccc(S(=O)(=O)NCCC(=O)NCCc2ccc(F)cc2)cc1	3.8	-23	1	23	-20	-3	-1	-1	-9	-11
CCOc1ccc(N2CC(C(=O)Nc3cccc(S(=O)(=O)NC4=NCCC4)c3)CC2=O)cc1 (centres undefined)	-0.2	.	-3	.	-16	-4	0	-2	13	-9
COc1ccc(-n2c(SCC(=O)Nc3cccc4ccccc34)nc(O)cc2=O)cc1	0.2	-4	-3	4	4	3	1	6	30	-1
Cc1cccc(-n2c(SCC(=O)NCc3ccco3)nnc2-c2ccco2)c1	-3.8	26	3	-26	3	-2	.	-2	27	3
CC1CCCC(C)N1S(=O)(=O)c1ccc(Cl)cc1 (centres undefined)	-0.7	.	-4	.	-13	-1	-1	-6	8	-14
CC(NC(=O)c1cccs1)c1ccc(Br)cc1 (centres undefined)	0.6	7	-1	-7	-10	3	-2	0	-9	5
COc1ccc(C(=O)NCCSc2ccccc2)cc1	0.7	4	-2	-4	-11	-4	-1	-3	2	-5
CNC(=O)CSCCn1c(SCC(=O)NC)nc2ccccc2c1=O	-0.6	-30	3	30	-3	2	-2	-1	4	6
CCSc1nc2ccccc2n1CC(=O)N1CCOCC1	-0.1	-5	-15	5	-5	-2	-3	0	-1	7
CC1(C)CC(=O)N(c2ccc(C#N)cc2)C(=O)C1	0.1	-8	4	8	-7	-3	4	0	-7	4
Cc1ccc(C)c(NC(=O)C(=O)NCC2CCCN2S(=O)(=O)c2cccs2)c1 (centres undefined)	-0.7	1	-2	-1	-20	-1	-4	-1	-3	-10
CC1(C)CC(NC(=O)c2ccncc2)CC(C)(C)N1O	-0.5	-8	3	8	-3	-4	-3	1	2	-7

Other compounds follow.
SMILES	LANA DNA inh	SR-BI HDL uptake	PKA-R2B act	SR-BI uptake up	PvdQ inh	Keap1-Nrf2 PPI	NSD2 HMT inh	DAGLB inh	Arr AP2 block	RTF Ca sens inh
OCCNCCOc1ccc(Cl)c(Cl)c1	2.6	-21	-7	21	-7	-6	14	-2	3	5
O=C(Cc1ccccc1[N+](=O)[O-])c1ccc2c(c1)OCO2	-0.7	-5	0	5	-4	3	0	1	10	-1
CCc1sc(C(=O)NCc2ccccc2)cc1C	1.3	.	-2	.	-2	-6	-3	-2	18	-5
CCc1cc(C(=O)c2ccc(OC)cc2)c(NC(=O)CN2CCCCC2)s1	0.0	44	-4	-44	-9	-5	2	-8	0	-3
CC(=O)c1c(C)[nH]c(C(=O)NCCC2=CCCCC2)c1C	-0.9	20	-1	-20	-10	-4	4	0	-6	-7
COCCNC(=S)NN=C1CCC(c2ccccc2)CC1 (centres undefined)	0.7	-3	9	3	-3	-6	4	-3	21	1
O=C(CCS(=O)(=O)c1ccccc1)NCCS(=O)(=O)c1ccccc1	2.2	-15	-7	15	-14	0	1	-1	2	-12
Cc1ccnc(NC(=O)CNC(=O)c2cccs2)c1	-1.7	-21	-4	21	-9	0	-1	1	0	4
O=C(CC1(O)C(=O)Nc2ccccc21)c1ccc(-n2cnnn2)cc1 (centres undefined)	0.5	11	6	-11	-3	-5	1	-2	4	2
CCCc1nc2ccccc2c(=O)n1-c1ccc(C(=O)OCC)cc1	0.8	16	-6	-16	-5	2	2	-1	-46	-2
COc1ccc(CN/C(C)=C(/C#N)C(N)=O)cc1OC	0.5	-11	-1	11	5	1	-1	-3	16	-16
Cc1c(Cl)cccc1NC(=O)CCC(=O)NNC(=O)CCC(=O)O	-0.5	-6	7	6	-8	-3	-1	0	-12	1
COc1ccc(C2=NS(=O)(=O)N(C)C(C(=O)NCc3ccccc3)=C2)cc1OC	-1.6	-27	0	27	-10	-4	.	-1	-1	-1
CCCn1ncc(CN2CCC(Oc3ccc(C(=O)N4CCCC4)cc3)CC2)c1C	-1.4	-13	-4	13	-2	1	1	1	4	-3
CCC[n+]1cn(/C(C(=S)Nc2cccc(Cl)c2C)=C(/[O-])c2ccc(OC)c(OC)c2)c2ccccc21	2.5	16	-5	-16	9	-1	0	0	43	-13
